zfTRPN1 agonist = activates the zebrafish TRPN1 channel; HEK293 zebrafish TRPN1-YFP, Fluo-8 calcium fluorescence; 100% = response to 87 µM carbachol; activation, % at 3 µM; 220,000 tested, 0.18% active; AID 1424;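 active = activation above its plate's cutoff, the mean activation of test wells on that plate plus 3 SD, cut at about 19% in these data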;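 also: 0% = DMSO alone and 100% = 87 µM carbachol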
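Material – zebrafish TRPN1-YFP in HEK293 cells · Doses – 3 µM single point · Schedule – dye 1 h 37 °C plus 30 min RT · Signal – Fluo-8 calcium fluorescence, excitation 470-495 nm, emission 515-575 nm · Read-out – % activation versus carbachol response · Control set – carbachol high, DMSO low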
14-3-3 Bad inh = disrupts binding of bovine 14-3-3 zeta to phospho-Bad peptide; P63103; inhibition, % at 21.7 µM; AID 781; 220,000 tested, 0.71% active; TR-FRET 14-3-3zeta/Dy647-pBad peptide displacement, 1 h;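 active = inhibition above about 70%, limit read from the data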;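 also: 0% = full 14-3-3 plus peptide FRET controls and 100% = background without 14-3-3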
Target sequence (P63103 whole entry, looked up): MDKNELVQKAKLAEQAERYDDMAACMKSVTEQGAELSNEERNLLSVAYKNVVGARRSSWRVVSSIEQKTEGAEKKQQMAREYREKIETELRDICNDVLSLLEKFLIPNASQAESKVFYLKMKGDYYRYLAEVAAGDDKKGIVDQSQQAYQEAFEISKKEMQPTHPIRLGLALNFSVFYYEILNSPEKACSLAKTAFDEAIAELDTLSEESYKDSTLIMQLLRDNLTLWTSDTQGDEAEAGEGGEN
NPY Y1 blocker = NPY-Y1 (human) receptor antagonism. P25929. HEK293-CNG Y1 cells, membrane potential fluorescence; NPY at EC95, then isoproterenol. inhibition, % at 3.6 µM. 200,000 tested, 1% active;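 active = inhibition above the campaign mean inhibition of all tested compounds plus 3 SD, cut at about 20% in these data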;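 also: 0% = DMSO wells given NPY plus isoproterenol and 100% = isoproterenol alone without NPY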
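Material: HEK293 Y1/CNG channel cell line; also added: NPY (25 nM), isoproterenol (1 µM), Ro 20-1724 (25 µM); doses: one concentration, 3.6 µM, in 0.4% DMSO; schedule: compound incubation 1 h at room temperature, readout 45 min post-stimulation; technique: membrane potential fluorescence; measure: fluorescence ratio normalized to % inhibition between controls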
EP2 mod = EP2 receptor (human) modulation | P43116 | EP2-expressing cells, cAMP HTRF FRET, PGE2 co-stimulation | induction, % at 25 µM | 260,000 tested, 0.83% active | AID 940;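 active = compounds whose cAMP rise, as percent of the full-agonist control response, exceeds 60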;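 also: rat C6 glioma line stably carrying human EP2 under a CMV promoter; the protocol text gives 20 µM as final concentration; 100% = response of wells given 1 µM PGE2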
CHOP inhibitor = CHOP inhibition in unfolded protein response | CHO-K1 CHOP-promoter luciferase, tunicamycin-induced, 15-18 h | inhibition, % at 10 µM | 220,000 tested, 3.8% active | AID 2732;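 active = compounds that reduced the stress-induced luciferase reporter signal by more than about 70% of percent inhibition, limit read from the data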;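 also: 0% = tunicamycin plus vehicle and 100% = wells without tunicamycin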
TRPML3 agonist = activates the human TRPML3 channel. activation, % at 3 µM. AID 1448. Q8TDD5. 220,000 tested, 0.29% active. HEK293 TRPML3-YFP, Fluo-8 calcium fluorescence; 100% = the carbachol control signal;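 active = activation above its plate's cutoff, the mean activation of the plate's test wells plus 3 SD, cut at about 12% in these data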;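 also: 0% = DMSO only wells and 100% = carbachol wells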
Target sequence (Q8TDD5 whole entry, looked up): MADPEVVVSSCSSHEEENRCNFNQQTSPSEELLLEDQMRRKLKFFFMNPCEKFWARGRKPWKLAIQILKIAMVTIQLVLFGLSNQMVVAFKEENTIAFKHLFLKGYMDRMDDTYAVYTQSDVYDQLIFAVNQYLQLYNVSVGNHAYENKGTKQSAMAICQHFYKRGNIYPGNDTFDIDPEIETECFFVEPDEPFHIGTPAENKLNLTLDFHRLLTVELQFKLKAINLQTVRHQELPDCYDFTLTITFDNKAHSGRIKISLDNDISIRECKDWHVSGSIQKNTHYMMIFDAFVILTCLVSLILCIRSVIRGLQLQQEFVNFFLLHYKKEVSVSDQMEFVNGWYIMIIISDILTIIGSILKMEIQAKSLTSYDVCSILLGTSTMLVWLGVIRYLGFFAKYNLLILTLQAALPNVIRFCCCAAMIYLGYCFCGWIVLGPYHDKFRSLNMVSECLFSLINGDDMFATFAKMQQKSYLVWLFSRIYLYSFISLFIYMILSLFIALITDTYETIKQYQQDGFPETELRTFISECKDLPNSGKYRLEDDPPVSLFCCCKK
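Test system – HEK293 line with stable expression of human TRPML3-YFP channel · Control set – carbachol 87 µM final as high control (100%), DMSO as low control (0%) · Signal – Fluo-8 calcium dye fluorescence, ex 470-495, em 515-575 nm · Incubation – 1-h 37 °C dye load, 5-s basal, 120-s post-compound reads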
EP2 antag = inhibitors of human EP2 prostaglandin E2 receptor | P43116 | C6 glioma cells expressing human EP2, cAMP TR-FRET; cells stimulated with saturating PGE2 | inhibition, % at 25 µM | 260,000 tested, 0.52% active | AID 1422;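 active = percent inhibition above 40 after rounding to a whole number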;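 also: rat C6 glioma host cells with rolipram phosphodiesterase inhibitor present; the protocol text gives 20 µM as final concentration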
PPC-1+TRAIL kill = kills PPC-1 cancer cells in the presence of TRAIL. 220,000 tested, 0.41% active. PPC-1 cells + TRAIL, ATPLite viability luminescence. cell killing (% activity), % at 4 µM;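 active = cell killing above 50% in the first pass at 4 µM, then a duplicate retest at 5 µM averaging 50% or more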;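 also: plate controls were cells with TRAIL plus DMSO for no effect and medium-only wells lacking cells for full effect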
NPY-Y1 PAM-ag = potentiators or agonists of human neuropeptide Y receptor Y1; P25929; NPY-Y1 expressing cells, potentiator/agonist activation; activation, % at 3.6 µM; 220,000 tested, 0.37% active; AID 1304; in the data active = activation above about 33%, passing the limit was not always enough;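 also: cells stimulated with NPY at EC10 then isoproterenol at EC100; 0% = low agonist plus stimulus and 100% = saturating agonist plus stimulus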
Active calls of the source: *; . = no result given; & = joins results of further samples; [ ] = remark or other dose. This is a subset; rates above refer to the full screens.

nr	smiles	zfTRPN1 agonist	14-3-3 Bad inh	NPY Y1 blocker	EP2 mod	CHOP inhibitor	TRPML3 agonist	EP2 antag	PPC-1+TRAIL kill	NPY-Y1 PAM-ag
1	CCN1C(=O)C(CC(=O)Nc2ccc(Cl)cc2)N(NC(=O)c2ccncc2)C1=S (configuration not stated)	-1.2	0	.	6	11	0.1	11	1	34
2	Cc1ccc(CNC(=O)C2CCN(S(=O)(=O)c3cnc[nH]3)CC2)cc1	-0.8	-1[fluorescence artefact?]	2	10	36	1.1	6	11	-10
3	CCOC(=O)C1(CC2CC2)CCN(Cc2cnc(-c3ccccc3C)nc2)CC1	-0.3	-9	-3	12	30	1.1	7	13	-9
4	Cc1ccc(S(=O)(=O)N2CCCCC2)cc1NC(=O)CN1C(=O)CN(C)C1=O	0.6	0	-2	5	86*	0.5	5	22	-8
5	O=C(Nc1nnc(-c2ccco2)o1)C1CCCCC1	0.3	5	2	9	17	0.2	14	1	-23
6	COc1cccc(NC(=O)N2CCN(c3nc(-c4cccc(OC)c4)cs3)CC2)c1	2.3	9	.	-55&-23	29	0.3	13&3	5	25
7	C/C(=N\NC(=O)c1nc2ccccn2c1C)c1cccc([N+](=O)[O-])c1	2.3	-17	-1	-29	17	2.2	5	16	4
8	O=C1c2cccc(OCC(=O)N3CCCc4ccccc43)c2CCN1Cc1cccnc1	11	1	-6	-37	26	4.6	8	31	5
9	O=C(/C=C/c1ccc([N+](=O)[O-])cc1)Nc1ncc([N+](=O)[O-])s1	4.7	18	2	-43	94*	3.0	4	18	-2
10	CCNC(=S)N1CCCCC1CO (configuration not stated)	2.8	-9	4	12	-9	0.8	0	16	2
11	COc1ccc(-c2cn3c(C)c(C(=O)N4CCCc5ccccc54)sc3n2)cc1	-0.6	.	8	.	.	0.2	11	.	-20
12	CCC(=O)N1CC2(c3ccccc3)CN(C(=O)CC)CC(c3ccccc3)(C1)C2=O	1.1	12	4	-10	-16	-0.3	5	5	-9
13	Cc1cccc(NC(=O)CSc2nnc(CN3CCOCC3)n2C)c1C	1.1	-5	6	1	-1	0.9	1	8	-7
14	COc1ccc(Nc2c(-c3ccco3)nc3cccc(C)n23)cc1	-3.1	-18	3	26	14	-0.3	11	3	25
15	CC1(C)C2CCC1(CS(=O)(=O)NC1CCCC1)C(=O)C2 (configuration not stated)	-0.4	-24	-1	26	-14	0.8	10	14	12

(list continues)
nr	smiles	zfTRPN1 agonist	14-3-3 Bad inh	NPY Y1 blocker	EP2 mod	CHOP inhibitor	TRPML3 agonist	EP2 antag	PPC-1+TRAIL kill	NPY-Y1 PAM-ag
16	Cc1ccc(C(=O)CSc2ccccn2)cc1	-1.3	-5	6	38	14	-0.5	8	7	1
17	CC(=O)Nc1ccc(C(=O)Nc2nc(-c3ccccn3)cs2)cc1	1.7	-6	-2	-36	0	1.0	5	34	-12
18	CS(=O)(=O)NCCNc1cc(Cl)ccc1[N+](=O)[O-]	2.3	-8	0	-15	-7	-0.2	6	14	18
19	O=C(Cc1ccc(Cl)cc1)Nc1ccc(N2CCN(C(=O)c3ccco3)CC2)cc1	0.1	4[fluorescence artefact?]	-4	7	16	0.7	8	34	-3
20	Oc1ccc(N=Nc2ccc3c(c2)OCCO3)c2ncccc12	-2.4	-8	.	1	57	-1.7	9	35	28
21	Nc1cc(N)nc(SCC(=O)NNC(=O)c2ccc(Cl)cc2)n1	2.6	-5[fluorescence artefact?]	-1	33&-10	1	0.3	16&5	-2	7
22	Cc1nnc(SCCCn2c(N3CCN(c4ccccc4)CC3)nc3c2c(=O)[nH]c(=O)n3C)s1	2.1	11	-7	7	-1	1.4	9	0	12
23	O=C(O)Cc1csc(NC(=O)c2ccco2)n1	0.7	-9	1	19	37	0.4	13	25	-3
24	CC(C)C1NC2(C(=O)c3ccccc3C2=O)C2C(=O)N(c3ccc(F)cc3)C(=O)C12 (configuration not stated)	2.6	10	-2	24	4	1.2	5	17	25
25	CCn1cc(C(=O)NCCc2ccccc2)c(=O)c2cc(S(=O)(=O)N3CCCC3)ccc21	1.3	6	1	-60	-7	0.6	5	17	8
26	CC(N1CCOC1=O)S(=O)(=O)c1ccccc1 (configuration not stated)	-1.2	51	8	-1	13	0.0	10	-8	6
27	COc1cccc(C2=NN(C(=O)c3ccco3)C(O)(C(F)(F)F)C2)c1 (configuration not stated)	-1.4	-5	0	54	26	-1.2	11	-6	0
28	COc1cccc2nc3cc(C)c(C)cc3nc12	-1.1	17	.	-40	9	0.5	11	70*[5 µM]	5
29	O=C(CSc1ccc(Cl)cc1)Nc1cccc(-c2nc3ncccc3o2)c1	2.5	4	4	-47	73*	1.0	.	18	7
30	Nc1c(-c2ccc(Cl)cc2)nnn1-c1ccccc1	-2.7	-6	1	-6	-6	0.5	2	14	-20

Additional structures
nr	smiles	zfTRPN1 agonist	14-3-3 Bad inh	NPY Y1 blocker	EP2 mod	CHOP inhibitor	TRPML3 agonist	EP2 antag	PPC-1+TRAIL kill	NPY-Y1 PAM-ag
31	COC(=O)CC1C(=O)NCCN1C(=O)c1ccc(S(=O)(=O)N2CCOCC2)cc1 (configuration not stated)	0.9	-9	2	5	-4	0.2	5	5	8
32	O=C(CNC(=S)NC(=O)c1ccc(F)cc1)c1ccccc1	1.2	-5	5	3	12	0.6	6	11	3
33	COc1cccc(CNc2ccc(C(=O)O)cc2)c1OCc1ccccc1	0.0	-1	5	32	11	1.1	9	-3	1
34	COc1ccc(/C=N/NC(=O)c2ccc(N(C)S(=O)(=O)c3ccccc3)cc2)c(OC)c1	-0.4	-14	2	-61	-15	0.7	15	8	28
35	CCOC(=O)c1ccc(-n2c(CN3CCC(O)CC3)nc3ccc([N+](=O)[O-])cc3c2=O)cc1	0.3	1	3	19	5	0.5	6	13	-2
36	O=C(CSc1ncnc2scc(-c3ccccc3)c12)NCc1ccc2c(c1)OCO2	-3.0	-18	4	-53	32	-0.1	3	11	-9
37	Fc1ccccc1CNCCC(Cc1ccccc1)c1ccc2c(c1)OCO2 (configuration not stated)	0.4	3	10	10	28	0.2	9	0	-7
38	Cc1noc(N)c1C(=O)Nc1ccc(C(C)(C)C)cc1	-1.2	4	-3	-41	5	0.0	6	30	11
39	CCOC(=O)C1CCN(C(=O)Cc2c(C(=O)O)[nH]c3ccccc23)CC1	0.3	10	0	21	19	0.2	10	18	9
40	COc1ccc(NC(=O)CN(C)CC(=O)Nc2ccc3c(c2)CCC3)cc1	0.0	2	0	-41	-3	-0.2	2	16	-22
41	O=C(CCc1nnc(CCc2c[nH]c3ccccc23)o1)NC1CCC1	0.5	-2	.	-5	8	0.4	8	-8	8
42	N/C(=N\OC(=O)Nc1ccc(Cl)cc1)c1ncc(C(F)(F)F)cc1Cl	0.1	6	1	-36	-5	0.9	24	13	3
43	COc1ccccc1NC(=O)c1c(Br)cnn1C	-1.4	-9	-3	-8	25	-0.4	8	1	8
44	C=CCc1cccc(/C=N/NC(=O)C(C)Nc2cccc(C)c2)c1O (configuration not stated)	0.0	-14	3	-69	91*	0.5	12	11	13
45	Cc1ccc(CNS(=O)(=O)/C=C/c2ccc3c(c2)OCO3)cc1	1.0	-16	4	-19	28	-0.6	8	-4	-29

Complete entries from above:
Cc1noc(N)c1C(=O)Nc1ccc(C(C)(C)C)cc1 in the list: zfTRPN1 agonist = -1.2; 14-3-3 Bad inh = 4; NPY Y1 blocker = -3; EP2 mod = -41; CHOP inhibitor = 5; TRPML3 agonist = 0.0; EP2 antag = 6; PPC-1+TRAIL kill = 30; NPY-Y1 PAM-ag = 11
COc1ccc(Nc2c(-c3ccco3)nc3cccc(C)n23)cc1 in the list: zfTRPN1 agonist = -3.1; 14-3-3 Bad inh = -18; NPY Y1 blocker = 3; EP2 mod = 26; CHOP inhibitor = 14; TRPML3 agonist = -0.3; EP2 antag = 11; PPC-1+TRAIL kill = 3; NPY-Y1 PAM-ag = 25

New compounds follow:
nr	smiles	zfTRPN1 agonist	14-3-3 Bad inh	NPY Y1 blocker	EP2 mod	CHOP inhibitor	TRPML3 agonist	EP2 antag	PPC-1+TRAIL kill	NPY-Y1 PAM-ag
46	COc1cccc(/C=C/C(=O)c2ccc(NC3=NCCCS3)cc2)c1	-0.3	3	4	-66	-78	3.8	6	12	-4
47	COc1ccc(F)cc1CN1CCN(c2cc(C)nc3c4c(C)cc(C)nc4nn23)CC1	-2.6	1[fluorescence artefact?]	3	-27	16	-1.1	11	2	-27
48	N#Cc1c(-n2cccc2C=O)sc2c1CCCC2	-2.1	-6	-4	16	24	-0.5	3	21	9
49	CCN(CC)C(=O)COc1ccc2c(c1)C(=O)CC(C)(C)O2	0.8	21	6	-7	5	1.1	11	15	14
50	Cn1c(=S)n(C)c2ccccc21	-0.1	-12	3	1	33	0.6	8	19	11
51	C=C(C)C1CC=C(C)/C(=N/NC(=O)C2CC2c2ccccc2)C1 (configuration not stated)	0.0	-18	5	13	36	-0.1	4	10	-11
52	Cc1cc(C)c2c(CN3CCN(C)CC3)cc(=O)oc2c1	0.2	8	-1	9	19	0.0	2	40	-19
53	O=C(c1cccc([N+](=O)[O-])c1)N1CCN(c2cccc(Cl)c2)CC1	-0.3	-16	0	-56	-2	0.5	4	2	6
54	Cc1[nH]n(-c2ccccc2)c(=S)c1C=Nc1cccc([N+](=O)[O-])c1	0.0	-16	6	18	80*	-0.3	19	-18	-5
55	O=c1cc(-c2ccccc2)nc2n1Cc1ccccc1-2	-0.2	12	5	30	-33	0.8	5	3	-11
56	O=C(O)Cn1c(=S)sc2ccccc21	1.1	-10	16	30	13	0.5	12	5	-14
57	O=C(NC1CCCCC1)NC1CCN(C(=S)NCc2ccco2)CC1	0.3	-9[fluorescence artefact?]	-1	-24&-14	15	0.5	11&15	4	8
